Ecoli WT growth = blocks growth of wild type E. coli BW25113. AID 552. inhibition, % at 10 µM. hit rate 0.05% among 20,000. E. coli BW25113 growth inhibition, OD600; in the data active = inhibition above about 40%;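 note: bacteria exposed to compound for 20 hours at 37 °C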
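System: bacterial strain in a whole-cell growth screen; medium: LB broth with 50 µg/mL kanamycin; detection: absorbance at 615 nm; schedule: 20 h exposure, 37 °C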
Active calls of the source: *; & = joins results of further samples.

Compound | Ecoli WT growth
COc1ccc2c(c1OC)C(=O)OC2C1c2c(cc3c(c2OC)OCO3)CCN1C (stereo not drawn) | 0&17
O=C(NCCCn1ccnc1)c1cnn2c1NC(c1ccccc1)CC2C(F)(F)F (stereo not drawn) | 6
Cc1ccc(S(=O)(=O)Nc2ccc3c(c2)nc2n3CCN(Cc3ccccc3)C2)cc1 | -24
COC(=O)c1ccc(COc2ncnc3c(Cl)cc(Cl)cc23)o1 | 5
CCOC(=O)c1c(C)c(C(=O)NCCN2CCOCC2)c(C)n1C | -3
Cc1[nH]nc2c1C(=O)CC(C)(C)C2 | 0
c1ccc(-c2cn3cccnc3n2)cc1 | 16
O=C(Nc1ccccc1C(F)(F)F)C1CC(=O)N(c2ccccc2F)C1 (stereo not drawn) | -25
COc1ccc(OC(C)C(=O)N2CCN(c3ccccn3)CC2)cc1 (stereo not drawn) | 0
Cc1cccc(Cn2c(=O)n(Cc3ccco3)c(=O)c3ccccc32)c1 | -5
CC(=O)N1C(=O)c2cccc3cccc(c23)C(=O)N1C(C)=O | -3
O=C(Nc1ccccc1)N1CC=C(c2ccccc2)CC1 | -12
CC1CCC/C(=C\Nc2ccc(O)cc2)C1=O (stereo not drawn) | -22
CC1(C)CC(=O)CC(C)(C)N1OC(=O)c1ccccn1 | 0
CCOCCCNS(=O)(=O)c1ccc2c(c1)oc(=O)n2CC(=O)OCC | -1
O=C(N1CCCCCC1)N1CCN(C(=O)N2CCOCC2)CC1 | -3
Cc1ccc(Cn2c(SCC(C)C)nc3c2c(=O)n(C)c(=O)n3C)cc1 | 0
CCCn1c(SCC(=O)NCCc2ccccc2)nnc1-c1ccccn1 | -2
Cc1cc(C)nc(NC(=O)c2ccc(OC(C)C)cc2)n1 | -3
O=C(CSc1nnnn1-c1ccc(F)cc1)NC1CCCCC1 | 2
CCOC(=O)C1CCN(S(=O)(=O)c2ccc(OCC(=O)OC)cc2)CC1 | 1
CCn1cc(CN(C)C(=O)CSc2nc(-c3ccco3)cc(C(F)(F)F)n2)c(C)n1 | -19
CCOC(=O)Nc1ccc(S(=O)(=O)NCCCN2CCOCC2)cc1 | -26
O=C(O)c1ccc(NC(=O)C2(c3ccccc3)CCOCC2)cc1 | -18
COCc1nnc(NC(=O)CCCOc2ccccc2)s1 | 6
CC(=O)c1ccc(NC2OC(C)C(O)C(O)C2O)cc1 (stereo not drawn) | -5
COCc1nnc(NC(=O)c2ccc(S(=O)(=O)N(C)c3ccccc3)cc2)o1 | 4
Cc1csc(NC(=O)CSCC(=O)Nc2ccccc2)n1 | -11
CCOC(=O)Cn1nnnc1CN(Cc1ccc(OC)cc1)Cc1cc2cc(C)cc(C)c2[nH]c1=O | 8
O=C(CSc1nnc(Cn2cnc3ccccc32)o1)c1ccccc1 | 5
O=S(=O)(Nc1ccccn1)c1ccc(Oc2ccccc2)cc1 | -4
S=C(c1ccc(N2CCOCC2)cc1)N1CCOCC1 | -26
Cc1ccccc1C(=O)N(C)Cc1ccccc1 | -14
CC(=O)Nc1cccc(NS(=O)(=O)Cc2ccc(Cl)cc2)c1 | -20
CCOc1cc(S(=O)(=O)N2CCN(Cc3ccccc3)CC2)ccc1Br | -12
COc1cc(NC(=O)Cc2ccccc2OC)cc(OC)c1 | -5
COc1ccc(-c2noc(CN(C(=O)C(C)(C)C)C(C)C)n2)cc1 | -9
COc1ccc(C)cc1NC(=O)NC1CCN(Cc2ccccc2)CC1 | -14
CC(=O)Oc1cccc2c1C(=O)c1c(OC(C)=O)cc(C(=O)O)cc1C2=O | -2
CCCN(Cc1cc2cc(C)ccc2[nH]c1=O)C(=O)c1cccc(OC)c1 | 12

A second format for three compounds above:
COc1ccc(-c2noc(CN(C(=O)C(C)(C)C)C(C)C)n2)cc1
- Ecoli WT growth: -9

COc1ccc(C)cc1NC(=O)NC1CCN(Cc2ccccc2)CC1
- Ecoli WT growth: -14

CC(=O)Oc1cccc2c1C(=O)c1c(OC(C)=O)cc(C(=O)O)cc1C2=O
- Ecoli WT growth: -2

The list goes on:
Compound | Ecoli WT growth
CCOc1ccc(NC(=O)CN(C)S(=O)(=O)c2cccs2)cc1 | 0
Cc1ccc(NC(=O)CCN2CCN(C/C=C/c3ccccc3)CC2)cc1C | -16
CN1CCN(c2oc(COc3ccc(-c4ccccc4)cc3)nc2C#N)CC1 | -1
COc1ccc(NC(=O)c2cccnc2N2CCCCC2)cc1 | 5
O=C(OCc1nc2ccccc2s1)c1cccs1 | 7
NS(=O)(=O)c1cc2c(cc1C(F)(F)F)NCNS2(=O)=O | 6
Cc1cc(-c2nnc3sc(C4CCCCC4)nn23)n[nH]1 | -13
O=S1(=O)CCC(N=Cc2cc(Br)ccc2O)C1 (stereo not drawn) | -1
COCCSc1ccccc1C(=O)Nc1cc(C)on1 | 7
CCOC(=O)c1c(C)[nH]c(NC(=O)Nc2c(C)n(C)n(-c3ccccc3)c2=O)c1C | -19
Cc1ccc(NC(=O)CNc2cccc(C)c2C)c(C)c1 | -5
CC(C)CCNC(=O)C(C)N(Cc1ccc(F)cc1)C(=O)c1ccc(CN2CCCCC2)o1 (stereo not drawn) | -5
O=C(CC1CCCCC1)NCC1CCCO1 (stereo not drawn) | -21
Cc1cc(C)n2nc(S(=O)(=O)N(C)Cc3ccccc3)nc2n1 | -6
COCCn1c(=O)c2c3c(sc2n(CC(N)=O)c1=O)CCCC3 | 0
Cn1cccc1Cc1nnc(SCC(=O)NCc2ccc(F)cc2)n1-c1ccc(F)cc1 | 10
O=c1c2ccc(-c3nnc4n3-c3ccccc3SC4)cc2nc2n1CCCCC2 | -1
O=C(c1ccco1)N1C(=O)c2cccc3cccc1c23 | -15
CN(C(=O)C1CCCO1)c1nnc(-c2ccncc2)s1 (stereo not drawn) | -4
N#Cc1cc2c(nc1SCc1ccccc1)CCCC2=O | 4
NC(=O)COC(=O)c1ccc(S(=O)(=O)N2CCCCCC2)cc1 | 6
CC(c1ccccc1)N1C(=O)c2ccc(C(=O)NCc3ccco3)cc2C1=O (stereo not drawn) | -2
CCCCC(NC(=O)c1ccc(Cl)cc1)C(=O)O (stereo not drawn) | -18
CCOC(=O)N1CCC(Nc2nc3ccccc3nc2NS(=O)(=O)c2ccc(Cl)cc2)CC1 | 4
Cc1ccc(C2c3c(oc4ccccc4c3=O)C(=O)N2c2nnc(C(C)C)s2)o1 (stereo not drawn) | -2
Cc1cc(C(F)(F)F)nn1CC(=O)N1CCCC1 | 3
Cc1noc(NS(=O)(=O)c2ccc(NC(=O)CS(=O)(=O)c3ccccc3)cc2)c1C | -32
COc1cc(C(=O)Nc2nnc(-c3sccc3C)s2)cc(OC)c1OC | -17
COC(=O)c1ccc(NC(=O)c2ccccc2N(C)S(C)(=O)=O)cc1 | -17
CCOC(=O)C1CCN(C(=O)c2c(-c3c(Cl)cccc3Cl)noc2C)CC1 | 8
CC1CN(c2nc(-c3ccccc3)nc3ccccc23)CC(C)O1 (stereo not drawn) | 6
Cc1ccnc(SCCn2c(N3CCCCC3)nc3c2c(=O)n(C)c(=O)n3C)n1 | -7
COc1cccc(=O)c2c(C)n(C)c(C)c12 | -8
CCN(CC(=O)O)S(=O)(=O)c1cc(Cl)ccc1Cl | -5
Cc1nn(C)cc1CNC(=O)c1ccccc1Br | -15
Cc1ccc(S(=O)(=O)CC(=O)N(C)C)cc1 | 1
COc1ccccc1OCC(=O)Nc1ccc(S(=O)(=O)Nc2nc(C)cc(C)n2)cc1 | 17
CCCS(=O)(=O)N1CCN(C(=O)c2ccccc2F)CC1 | -23
COc1ccc(NS(=O)(=O)c2ccc3oc4ccccc4c3c2)cn1 | -10
Cc1cc(C)n2nc(SCc3cc(=O)n4ccccc4n3)nc2n1 | 0
CNC(=O)CC(C(=O)O)c1ccc(OC(C)C)cc1 (stereo not drawn) | -4
O=C(Nc1ccn(Cc2ccc(Cl)cc2)n1)c1ccc2c(c1)OCO2 | -16
CC1CCc2c(sc(N)c2C(N)=O)C1 (stereo not drawn) | 4
N#CC(C(=O)CCN1C(=O)C2CC=CCC2C1=O)c1nc2ccccc2[nH]1 (stereo not drawn) | 19
COc1cc(SC)ccc1C(=O)NCCCOC(C)C | -15
Cc1cc(NS(=O)(=O)c2ccc(N)cc2)no1 | 5
CSc1cccc(NC(=O)C2CCCN(S(=O)(=O)c3ccc(F)cc3)C2)c1 (stereo not drawn) | -17
O=C(NCCN1C(=O)C2C3C=CC(C3)C2C1=O)Nc1ccccn1 (stereo not drawn) | 3
O=C(CN1CCC(n2nnc3cc(F)ccc32)CC1)Nc1ccc2c(c1)CCC2 | 8
CCCCOc1ccc(Cl)cc1CSc1nnc(CC)n1N | -11
O=C(NCCN=C1NS(=O)(=O)c2ccccc21)c1ccc(S(=O)(=O)N2CCOCC2)cc1 | -24
Nc1c(N2CCCCC2)c(=O)[nH]c(=O)n1-c1ccccc1 | -9
CCN1CCN(C(=O)CN(C)S(=O)(=O)c2ccc(OC)cc2)CC1 | -17
COc1ccc(Cl)cc1NC(=O)CSc1nnc(COc2ccccc2)n1N | -3
c1ccc(-c2csc(N3CCN(c4ccccn4)CC3)n2)cc1 | -20
Cc1nc(SCC(=O)Nc2cc(C)on2)c2c3c(sc2n1)CCCC3 | 6
CC(CCO)Nc1nc2c(c(=O)n(C)c(=O)n2C)n1Cc1cccc(Br)c1 (stereo not drawn) | -9
CNC(=O)C1CCCN1S(=O)(=O)c1ccc(OC)cc1 (stereo not drawn) | 3
Cn1c(=O)cc(SCC(=O)NCc2cccnc2)c2ccccc21 | -2
O=C(COc1ccc(S(=O)(=O)NCCc2ccccc2)cc1)N1CCCC1 | -15

An excerpt of these results, as labelled records:
CCn1cc(CN(C)C(=O)CSc2nc(-c3ccco3)cc(C(F)(F)F)n2)c(C)n1
- Ecoli WT growth: -19
CCOC(=O)Nc1ccc(S(=O)(=O)NCCCN2CCOCC2)cc1
- Ecoli WT growth: -26
O=C(O)c1ccc(NC(=O)C2(c3ccccc3)CCOCC2)cc1
- Ecoli WT growth: -18

The list goes on.
Compound | Ecoli WT growth
Cc1nnc(C)n1/N=C/c1cccc(Oc2ccccc2)c1 | 1
O=C(NCc1ccco1)c1nc2ncccn2n1 | -21
COc1ccc(/C(O)=C2/C(=O)C(=O)N(CCCN(C)C)C2c2ccc(Cl)cc2)cc1OC (stereo not drawn) | 8
COc1ccc(C(=O)CN2C(=O)NC3(CCCc4ccccc43)C2=O)cc1OC (stereo not drawn) | 2
Cc1ccccc1NS(=O)(=O)c1cc(C(=O)N2CCCC2)ccc1C | 3
c1ccc2c(CNCCN3CCOCC3)cccc2c1 | -15
CCOC(=O)CSc1nc2ccccc2c(=O)n1CCN1CCOCC1 | 6
Cc1cccc(-c2noc(Cc3ccc(Cl)cc3)n2)c1 | -21
CCOC(=O)c1c(NC(=O)CSc2nnc(CN3CCOCC3)n2C)sc2c1CCCC2 | -13
C/C(Cl)=C/Cn1c(SCc2ccc(Cl)cc2)nc2c1c(=O)[nH]c(=O)n2C | 15
CCOC(=O)N1CCN(CC(=O)Nc2cc(C)nn2-c2nc3ccccc3s2)CC1 | 5
CC(C)CCNC(=O)[C@H](CC(C)C)NC(=O)[C@H]1O[C@@H]1C(=O)O | 9
Cc1ccc(S(=O)(=O)NCCSc2nnnn2-c2ccc(C(N)=O)cc2)cc1 | 8
c1ccc(-c2nn3c(Cn4nnc5ccccc54)nnc3s2)cc1 | -20
O=C(O)c1ccc2cccc(Cl)c2c1O | -22
O=C(c1ncn[nH]1)N1CCN(c2nc(-c3ccccc3)cs2)CC1 | 5
CCSc1ccccc1C(=O)Nc1cc(C)on1 | -25
COC(=O)c1ccccc1S(=O)(=O)N(CCCO)Cc1cc2c(C)ccc(C)c2[nH]c1=O | 7
CCn1cc(C2=NOC(C(=O)Nc3c(C)nn(Cc4ccc(F)cc4)c3C)C2)c(C)n1 (stereo not drawn) | 5
CC1Cc2cc(/C(O)=C3/C(=O)C(=O)N(CCN4CCOCC4)C3c3cccc(O)c3)ccc2O1 (stereo not drawn) | -3
O=C(CN1C(=O)c2ccccc2C1=O)Nc1nnc(C2CCCO2)s1 (stereo not drawn) | 1
Cc1cccc(OCC(O)CN2C(C)(C)CC(O)CC2(C)C)c1 (stereo not drawn) | -29
C=CCNC(=O)Nc1ccc(OCC)cc1 | -10
CCSc1cc(C2C(C#N)=C(N)OC(C)=C2C(=O)OC)c(C)o1 (stereo not drawn) | 1
COc1ccc(N2CCN(Cc3nc(-c4ccc(Cl)cc4Cl)no3)CC2)cc1 | 13
COc1cc(OC)c(C(=O)Nc2ccc(S(=O)(=O)Nc3ncccn3)cc2)cc1OC | -26
COC(=O)c1ccccc1NC(=O)Nc1cc(C)cc(C)n1 | -4
Clc1cccc(Nc2c3c(nc4ncnn24)CCC3)c1 | -1
CN(Cc1ccccc1)C(=O)CNC(=O)Cn1cnc2ccccc2c1=O | 4
CCOC(=O)C1CCN(C(=O)c2ccc(Cl)c(Cl)c2)CC1 | -1
COc1ccc(OC)c(S(N)(=O)=O)c1 | -11
CC(=O)c1cc2c(=O)c3cc(C)ccc3oc2nc1C | -1
Cc1nc2cc(NC(=O)Nc3ccc(N4CCOCC4)cc3)ccc2n1C | -20
CCOC(=O)n1c(=O)oc2cc(S(=O)(=O)N3CCCCC3)ccc21 | 4
C=CCNC(=O)Nc1ccc2oc(C)nc2c1 | -13
O=S(=O)(Nc1ccc(S(=O)(=O)N2CCCCC2)cc1)c1cccs1 | 4
Cc1cc(OCC(=O)N2CCOCC2)c(C(C)C)cc1Cl | -21

Source: PubChem

A portion of the library (hit frequency here may not be typical).
